Compound activity (PubChem BioAssay)
SENP8 block-1 = SENP8 protease inhibitors, primary screen, biochemical, luminescence; AID 2540, 2010; purified SENP8, Z-RLRGG-aminoluciferin cleavage; inhibition, % at 10 µM; hit rate 1.2% among 330,000; Sentrin-specific protease 8 (Homo sapiens), Q96LD8; in the data active means inhibition above about 50%
Target sequence (Q96LD8 whole entry, looked up): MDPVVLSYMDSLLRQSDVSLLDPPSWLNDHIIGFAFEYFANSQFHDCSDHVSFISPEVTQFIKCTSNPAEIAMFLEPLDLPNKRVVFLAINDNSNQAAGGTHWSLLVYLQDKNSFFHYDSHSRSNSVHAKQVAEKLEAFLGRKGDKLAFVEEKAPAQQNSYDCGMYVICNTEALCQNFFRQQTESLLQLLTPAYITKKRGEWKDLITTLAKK
PfG6PD inh = PfG6PD enzyme inhibitors, primary screen, biochemical, fluorescence intensity, uHTS; inhibition, % at 20 µM; hit rate 0.78% among 350,000; PfGluPho enzyme, NADPH resazurin-diaphorase fluorescence; AID 504690, 2011; glucose-6-phosphate dehydrogenase-6-phosphogluconolactonase (Plasmodium falciparum 3D7);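 active means inhibition reaching at least a set limit at 20 µM in the primary screen, cut at about 59% in these data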;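 further: 0% = DMSO wells with substrate and 100% = DMSO wells lacking glucose-6-phosphate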
UBC13 inh = UBC13 polyubiquitin chain formation inhibitors, primary screen, biochemical, TR-FRET, uHTS; inhibition, % at 20 µM; hit rate 0.47% among 330,000; in the data active means inhibition above about 45%, passing the limit was not always enough
Target sequence (P61088 whole entry, looked up): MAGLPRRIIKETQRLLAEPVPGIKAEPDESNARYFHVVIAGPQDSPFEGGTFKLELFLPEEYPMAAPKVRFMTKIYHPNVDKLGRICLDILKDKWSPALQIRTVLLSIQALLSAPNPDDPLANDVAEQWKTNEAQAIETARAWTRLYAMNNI
SENP8 block-2 = human SENP8 protease inhibitors, primary screen, biochemical, fluorescence, Nedd8 protein substrate, uHTS. Sentrin-specific protease 8 (Homo sapiens), Q96LD8. recombinant SENP8. inhibition, % at 20 µM. hit rate 0.64% among 360,000. AID 602440, 2012; in the data active means inhibition mostly above about 40%, no sharp cut-off; inactive means mostly below about 27%
SENP1 inh = human SENP1 catalytic domain inhibitors, primary screen, biochemical, FRET, uHTS; Sentrin-specific protease 1 (Homo sapiens), Q9P0U3; recombinant SENP1 catalytic domain, CyPet-SUMO1-YPet FRET cleavage; inhibition, % at 10 µM; hit rate 0.21% among 360,000; AID 624204, 2012;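 active means inhibition at least 30% at 10 µM, raw YFP signal under a set limit, fluorescence ratio 0.5 to 1.5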;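 further: 0% = enzyme with DMSO and 100% = no enzyme wells; some results filed as inactive read as strong as hits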
Target sequence (Q9P0U3 419-644 limits assumed): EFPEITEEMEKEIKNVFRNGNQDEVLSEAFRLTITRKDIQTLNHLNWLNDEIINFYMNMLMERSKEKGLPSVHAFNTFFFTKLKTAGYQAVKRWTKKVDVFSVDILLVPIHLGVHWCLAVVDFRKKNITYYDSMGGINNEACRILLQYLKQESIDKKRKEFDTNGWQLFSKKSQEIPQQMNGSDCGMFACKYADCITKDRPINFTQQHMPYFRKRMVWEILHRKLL
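Test system: recombinant human SENP1 catalytic domain, His6-tagged / Medium: pH 8 Tris buffer with EDTA, NaCl, BME, BSA, NP40, catalase / Also added: SUMO1 FRET substrate flanked by Cypet and Ypet, 25 nM / Times: 50 min reaction at room temperature / Signal: FRET, CFP and YFP emission / Control set: no-enzyme low control and enzyme-plus-DMSO high control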
SENP7 block = SENP7 protease inhibitors, primary screen, biochemical, luminescence, uHTS; Sentrin-specific protease 7 (Homo sapiens), Q9BQF6; recombinant SENP7, Z-RLRGG-aminoluciferin luminescence, 40 min; inhibition, % at 5 µM; hit rate 1.5% among 330,000; AID 434973, 2010;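 active means inhibition above about 50% at the single test dose, limit read from the data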;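 further: plate controls were DMSO with enzyme for no effect and no enzyme buffer wells for full effect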
HKDC1 inh = HKDC1 hexokinase inhibitors, primary screen, biochemical, fluorescence, uHTS. inhibition, % at 20 µM. AID 493160, 2011. Q2TB90. recombinant HKDC1, G6PDH/diaphorase resazurin coupled fluorescence. hit rate 0.16% among 340,000;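 active means inhibition above about 35% when tested at 20 µM, limit read from the data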;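 further: plate controls were DMSO wells with enzyme for no effect and DMSO wells lacking enzyme for full effect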
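Material: recombinant HKDC1 hexokinase; Amount: HKDC1 at 5 µg/mL; Medium: Tris pH 8.0 buffer with MgCl2, Tween-20, BSA, BME; Schedule: 90 min reaction incubation at room temperature, dark; Technique: coupled resazurin fluorescence, excitation 525 nm, emission 613 nm.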
beta cell repl = inducers of MIN6 beta-cell proliferation, primary screen, ATP luminescence, uHTS. MIN6 cells proliferation, ATPlite luminescence, 48 h; cells starved in 0.2% serum; 100% = growth in 10% serum. proliferation, % at 10 µM. hit rate 0.29% among 330,000. AID 2380, 2010;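 active means compounds whose signal lies at least 3.5 SD above the mean of all wells on their plate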;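 further: 0% = DMSO-treated cells in low-serum medium and 100% = 10% serum control; some compounds called inactive have numbers as strong as hits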
SENP6 inh = SENP6 protease inhibitors, primary screen, biochemical, luminescence, uHTS; Sentrin-specific protease 6 (Homo sapiens), Q9GZR1; Recombinant SENP6 catalytic domain, aminoluciferin luminescence; inhibition, % at 10 µM; hit rate 1.8% among 330,000;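 active means inhibition above about 50% at the single tested dose, limit read from the data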;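 further: plate controls were DMSO wells with enzyme for no effect and DMSO wells lacking enzyme for full effect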
Target sequence (Q9GZR1 628-1112 limits assumed): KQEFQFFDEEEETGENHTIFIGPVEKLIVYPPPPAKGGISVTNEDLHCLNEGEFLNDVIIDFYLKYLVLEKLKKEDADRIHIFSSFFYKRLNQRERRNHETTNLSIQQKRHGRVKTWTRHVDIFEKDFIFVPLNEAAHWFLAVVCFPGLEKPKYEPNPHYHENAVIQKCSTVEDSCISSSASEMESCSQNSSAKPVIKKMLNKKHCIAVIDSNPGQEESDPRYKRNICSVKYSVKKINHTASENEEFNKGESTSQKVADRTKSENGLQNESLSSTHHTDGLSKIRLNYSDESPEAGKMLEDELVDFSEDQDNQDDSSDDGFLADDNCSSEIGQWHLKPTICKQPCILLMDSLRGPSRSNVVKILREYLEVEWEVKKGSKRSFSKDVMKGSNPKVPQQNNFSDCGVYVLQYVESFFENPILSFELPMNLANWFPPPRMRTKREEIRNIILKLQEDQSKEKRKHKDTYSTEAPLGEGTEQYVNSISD
Numbers without * were called inactive; x = no result given.

nr | SMILES | SENP8 block-1 | PfG6PD inh | UBC13 inh | SENP8 block-2 | SENP1 inh | SENP7 block | HKDC1 inh | beta cell repl | SENP6 inh
1 | COc1ccccc1CC(=O)OCC(=O)N1CCN(c2ccc(F)cc2)CC1 | -9 | -3 | 2 | 15 | 3 | -4 | -5 | -2 | -13
2 | Cc1ccc(OCC(O)Cn2c(=N)n(Cc3ccccc3)c3ccccc32)cc1 (stereo not drawn) | -13 | -9 | 19 | 21 | 2 | 1 | 7 | -6 | -17
3 | COc1cc(OC)nc(NC(=O)C(C)C)n1 | -4 | -14 | -4 | 4 | 3 | -12 | -1 | -4 | 0
4 | CC(C)(O)[C@@H]1CC[C@@](C)(C2CC[C@]3(C)C2[C@H](O)CC2[C@@]4(C)CC[C@H](O)C(C)(C)C4[C@@H](O[C@H]4O[C@@H](CO)[C@H](O)[C@@H](O)[C@@H]4O[C@@H]4O[C@H](CO)[C@@H](O)[C@H](O)[C@H]4O)C[C@]23C)O1 (stereo in doubt) | -5 | 3 | 13 | -1 | -1 | 6 | -3 | 0 | 4
5 | CCN(CC)CCN1C(=O)C(O)=C(C(=O)c2cccs2)C1c1ccccn1 (stereo not drawn) | -2 | 19 | 2 | 9 | -47 | -2 | 1 | -2 | 12
6 | CCN(CC)CCCNC(=O)Cn1ncc2c(=O)oc3ccc(C)cc3c21 | 3 | 4 | 2 | 11 | 3 | -6 | -6 | -2 | -8
7 | COc1ccccc1/C=C/C(=O)NCc1ccccn1 | 1 | 10 | 0 | -76 | 3 | -4 | -9 | -1 | -7
8 | CCOC(=O)c1ccc(NC(=S)N2CCCC(C)C2)cc1 (stereo not drawn) | -3 | -7 | -8 | 14 | -2 | -3 | -5 | 2 | 1
9 | COc1ccc(C(=O)NCC(=O)OCC(=O)c2ccc(Cl)cc2)cc1OC | -5 | -5 | -4 | 6 | -1 | 3 | -1 | 1 | 2
10 | CCOC(=O)CC(NC(=O)C1c2ccccc2Oc2ccccc21)c1ccccc1Cl (stereo not drawn) | 1 | -17 | 2 | 30 | -1 | 3 | -7 | 0 | 0
11 | C=CCNC(=O)CC1C(=O)NCCN1Cc1ccc(-c2ccccc2)cc1 (stereo not drawn) | 1 | 12 | 0 | -15 | -6 | 6 | -9 | -3 | 2
12 | O=[N+]([O-])c1cccc(S(=O)(=O)N2CCc3ccccc3C2)c1 | -5 | -12 | -1 | 12 | 2 | 8 | -5 | -3 | -5
13 | Nc1c(C(=O)CSc2nnnn2-c2ccccc2)c(=O)[nH]c(=O)n1C1CC1 | -1 | -7 | 11 | 3 | 0 | 10 | 0 | 2 | 1
14 | CCc1cccc2c(C(=O)C(F)(F)F)cn(CC(=O)N3CCOCC3)c12 | -1 | 2 | -37 | 22 | 1 | -9 | 6 | -1 | -2
15 | Cc1ccc(NC(=O)CN2CCc3ccccc3C2)cc1F | -9 | -23 | 0 | 8 | -2 | -4 | -1 | -1 | -5
16 | Cc1ccc(NC(=O)C(=O)NCc2ccc(/C=C(/C#N)C(=O)NCc3cccnc3)o2)cc1C | -14 | 0 | 9 | 4 | 1 | -5 | -3 | -4 | -21
17 | CNC(=O)c1c(C)nn(-c2ccc(F)c(Cl)c2)c1-c1cc(C)on1 | -9 | 1 | -3 | 20 | 0 | 2 | -4 | -3 | -10
18 | CCOC(=O)N1CCN(C(=O)c2ccc3c(c2)sc2nc(-c4ccccc4)cn23)CC1 | 7 | 9 | 6 | -109 | -4 | 0 | -5 | -3 | 10
19 | Cc1cccc(NC(=O)COC(=O)c2ccc3c(=O)n4c(nc3c2)CCC4)c1 | 7 | -6 | 7 | -205 | -79 | 3 | -10 | 1 | 1
20 | CCOC(=O)Nc1ccc2c(CN(C)Cc3ccc(F)cc3)cc(=O)oc2c1 | 2 | -25 | 2 | -294 | -6 | 3 | -4 | -1 | -9
21 | CN(C(=O)c1cccc(NC(=O)Cc2ccc(NC(=O)C3CCCN(C(=O)C4CCC4)C3)cc2)c1)C1CCCCC1 (stereo not drawn) | x | -10 | x | 7 | 2 | x | 8 | x | x
22 | CC12CC(NC(=O)N1c1cccc(C(=O)NCc3ccccn3)c1)c1ccccc1O2 (stereo not drawn) | 9 | -6 | 8 | 20 | 3 | 2 | 6 | 1 | -2
23 | COc1ccc(C(NC(=O)/C=C\c2ccco2)c2ccc(OC)c(OC)c2)cc1 (stereo not drawn) | 0 | 42 | 2 | -12 | -11 | -2 | -5 | 2 | 3
24 | Cc1nc2ccccc2c(=O)n1/N=C/c1cn[nH]c1-c1ccccc1 | 2 | 7 | 3 | 4 | 1 | 10 | -4 | -2 | 6
25 | CCCSc1cc(NCCOC(=O)CCC)c([N+](=O)[O-])c2nonc12 | -2 | 36 | -9 | 20 | -35 | 9 | 7 | -6 | 12
26 | O=C(N/C(=C\c1ccco1)C(=O)N1CCOCC1)c1ccc([N+](=O)[O-])cc1 | -9 | -2 | -12 | 12 | 0 | -7 | -7 | -3 | 24
27 | COCC(=O)Nc1ccc(S(=O)(=O)Nc2cc(C)nc(C)n2)cc1 | 3 | -4 | 0 | 10 | 3 | -3 | -7 | -4 | -1
28 | CC(C)CC(=O)Nc1cc([N+](=O)[O-])ccc1Cl | 1 | -6 | 0 | 17 | 3 | 15 | -20 | 1 | -27
29 | COc1cc(NC(=O)C[n+]2ccc(C(=O)c3ccccc3)cc2)cc(OC)c1 | -11 | 13 | -2 | 17 | -10 | -8 | 15 | 2 | -4
30 | Cc1ccc(C2=NNC(=O)C(c3ccc(Cl)cc3)C2)cc1 (stereo not drawn) | 0 | 22 | 2 | 17 | 3 | 13 | -1 | -2 | -1

Profiles, quoted from the list:
Profile of CCc1cccc2c(C(=O)C(F)(F)F)cn(CC(=O)N3CCOCC3)c12 : SENP8 block-1 = -1; PfG6PD inh = 2; UBC13 inh = -37; SENP8 block-2 = 22; SENP1 inh = 1; SENP7 block = -9; HKDC1 inh = 6; beta cell repl = -1; SENP6 inh = -2
Profile of CC12CC(NC(=O)N1c1cccc(C(=O)NCc3ccccn3)c1)c1ccccc1O2 (stereo not drawn) : SENP8 block-1 = 9; PfG6PD inh = -6; UBC13 inh = 8; SENP8 block-2 = 20; SENP1 inh = 3; SENP7 block = 2; HKDC1 inh = 6; beta cell repl = 1; SENP6 inh = -2

(further entries)
nr | SMILES | SENP8 block-1 | PfG6PD inh | UBC13 inh | SENP8 block-2 | SENP1 inh | SENP7 block | HKDC1 inh | beta cell repl | SENP6 inh
31 | COc1cccc(/C=N/n2c(COc3ccccc3)n[nH]c2=S)c1 | 2 | 20 | -6 | 18 | 2 | -1 | 1 | 3 | 5
32 | COc1cccc(C2C(C(N)=O)=C(C)Nc3nc(CCCO)nn32)c1OC (stereo not drawn) | -6 | 2 | -8 | -55 | 3 | 2 | -7 | -1 | -4
33 | CC[n+]1c(/C=C2\C=C(C)CC(C)C2)sc2ccccc21 (stereo not drawn) | -1 | 49 | -7 | -2 | -5 | -3 | 10 | -6 | -10
34 | Cc1ccc(C(=O)N2CCCC(CCC(=O)NCc3ccccc3F)C2)cn1 (stereo not drawn) | -2 | 6 | -8 | 10 | 3 | -9 | -1 | -2 | -2
35 | Cc1ccc(Cl)cc1NC(=O)COC(=O)CCN1C(=O)C2CC=CCC2C1=O (stereo not drawn) | -11 | -2 | -6 | 14 | 1 | -4 | -9 | -2 | -7
36 | Cc1occc1C(=O)NNC(=S)NCC(C)C | -5 | -11 | -11 | 6 | 4 | -1 | 9 | 4 | -10
37 | O=C(CC1OC(=O)c2ccccc21)NC1CCCCC1 (stereo not drawn) | 0 | -5 | -4 | 20 | 0 | 2 | -4 | 1 | 14
38 | O=C(c1ccccc1)N1CCCOC1c1ccccc1 (stereo not drawn) | 0 | 6 | 0 | 0 | 3 | 1 | 3 | -2 | -3
39 | CC(C)=CCN1CCN(Cc2cn[nH]c2C2CCCCC2)CC1CCO (stereo not drawn) | 4 | 1 | 8 | x | x | -4 | 12 | -3 | -6
40 | COc1ccc(CNC(=O)CSc2nnc3c(n2)[nH]c2ccccc23)cc1 | -10 | -7 | -2 | 7 | -1 | -10 | 3 | 1 | 2
41 | COc1cccc(NC(=O)Nc2ccc(Cc3ccncc3)cc2)c1 | -14 | 4 | -8 | 14 | -2 | -11 | -2 | -1 | -21
42 | COc1ccc(OC)c(-n2nnnc2SCC(=O)N2CCN(C(=O)c3ccco3)CC2)c1 | -10 | 1 | 5 | 7 | 2 | -5 | -4 | -2 | -5
43 | C[C@@H]1ON(C)[C@H]2C[C@H]3c4cc(N5CCN(C)CC5)ccc4CCN3C(=O)[C@@H]12 | x | -3 | x | -10 | -21 | x | -7 | x | x
44 | COc1ccc(CC(=O)Oc2ccc(Cl)cc2Br)cc1S(=O)(=O)N1CCOCC1 | -6 | -6 | 1 | -1 | -3 | 8 | 8 | 1 | -14
45 | O=C(CCC(=O)N1CCOc2ccc(Cl)cc21)NCCCN1CCC(Cc2ccccc2)CC1 | 7 | 11 | 92* | 11 | 1 | 6 | -6 | -7 | 1
46 | Cc1cn([C@H]2C[C@H](O)[C@@H](CCC(=O)NCCc3c[nH]c4ccccc34)O2)c(=O)[nH]c1=O | x | 4 | x | -2 | -1 | 1 | -7 | x | x
47 | O=C(N/N=C/c1cccnc1)c1ccc(S(=O)(=O)N2CCCCCC2)cc1 | 5 | -7 | -1 | 11 | 3 | 5 | -7 | -3 | 18
48 | O=S1(=O)CCC(NCC2CCCO2)C1 (stereo not drawn) | -3 | -8 | -2 | 23 | 2 | 0 | 1 | -1 | -13
49 | O=C(NCCC1CCCCN1S(=O)(=O)c1ccc(Cl)cc1)C(=O)NCCN1CCOCC1 (stereo not drawn) | -3 | 4 | 1 | 24 | 1 | -5 | 0 | -1 | -10
50 | NC(=O)c1sc2nc3c(c(-c4ccc(Cl)cc4)c2c1N)CCCC3 | 3 | -22 | 30 | -201 | -22 | -2 | -5 | 0 | 5
51 | O=C(c1cc2c(=O)oc3ccccc3c2s1)N1CCOCC1 | -6 | -6 | -2 | 14 | 0 | 1 | 0 | -2 | -10
52 | CC(C)CCN1C(=O)c2ccc(C(=O)Nc3ccc(Br)cc3C(=O)O)cc2C1=O | -8 | -18 | -19 | 10 | 2 | 2 | 19 | -1 | 15
53 | CCOc1ccc(NC(=O)CN(C)C(=O)c2ccc3c(c2)C(=O)N(CCC(C)C)C3=O)cc1OCC | 0 | 1 | 6 | 3 | 0 | -4 | -3 | 5 | -10
54 | COc1cccc2cc(C(=O)NCCN3CCOCC3)oc12 | 5 | -7 | -8 | -8 | 1 | 2 | -7 | -3 | -6
55 | Cc1ccc(C)c(S(=O)(=O)N2CCCOC2CNC(=O)C(=O)NC2CCCCC2)c1 (stereo not drawn) | -5 | 9 | -8 | 1 | -2 | 1 | -3 | -3 | -12
56 | O=C(Nc1ccc(Nc2ccccc2)cc1)c1c(Cl)cccc1Cl | 13 | 40 | 0 | 28 | 0 | 6 | 1 | -5 | -2
